Source: PubChem BioAssay (National Center for Advancing Translational Sciences (NCATS))
JMJD2A Tudor inh: blocks the human JMJD2A Tudor domain | O75164 | Potency, µM (highest dose often 114 µM), without a hit: at the top dose activity change, negative = inhibition, most hits filed as inhibitors | AlphaScreen JMJD2A-Tudor / H3K4me3 peptide binding | AID 504339 | hit rate 4.4% among 390,000; further: on the % scale 0 is the no-effect control and ±100 the full control effect; nearly all actives have a fitted effect of over 50% in size
G9a block: inhibitors of human histone lysine methyltransferase G9a; Q96KQ7; G9a H3K9 monomethylation, AlphaScreen, 2 h; Potency, µM (doses to about 102 µM), for the others: at the top dose activity, negative = inhibition, usual class: inhibitors; hit rate 8.8% among 350,000; further: on the % scale 0 is the no-effect control and ±100 the full control effect; nearly all actives have a fitted effect of over 75% in size
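Compounds were preincubated with 20 nM G9a for 15 min, after which biotinylated H3K9 peptide (500 nM) and SAM (20 uM) started a 2 h room-temperature reaction. Monomethylated product was quantified by antibody-based AlphaScreen chemiluminescence.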
BAZ2B inh: inhibitors of human BAZ2B bromodomain; Q9UIF8; AlphaScreen BAZ2B-H3K14Ac peptide displacement; Potency, µM (top dose mostly 114 µM), inactives show at the highest dose activity change, negative = inhibition, actives largely listed as inhibitors; hit rate 4.4% among 360,000; further: on the % scale 0 is the no-effect control and ±100 the full control effect; nearly all actives have a fitted effect of over 60% in size
Target sequence (Q9UIF8 whole entry, looked up): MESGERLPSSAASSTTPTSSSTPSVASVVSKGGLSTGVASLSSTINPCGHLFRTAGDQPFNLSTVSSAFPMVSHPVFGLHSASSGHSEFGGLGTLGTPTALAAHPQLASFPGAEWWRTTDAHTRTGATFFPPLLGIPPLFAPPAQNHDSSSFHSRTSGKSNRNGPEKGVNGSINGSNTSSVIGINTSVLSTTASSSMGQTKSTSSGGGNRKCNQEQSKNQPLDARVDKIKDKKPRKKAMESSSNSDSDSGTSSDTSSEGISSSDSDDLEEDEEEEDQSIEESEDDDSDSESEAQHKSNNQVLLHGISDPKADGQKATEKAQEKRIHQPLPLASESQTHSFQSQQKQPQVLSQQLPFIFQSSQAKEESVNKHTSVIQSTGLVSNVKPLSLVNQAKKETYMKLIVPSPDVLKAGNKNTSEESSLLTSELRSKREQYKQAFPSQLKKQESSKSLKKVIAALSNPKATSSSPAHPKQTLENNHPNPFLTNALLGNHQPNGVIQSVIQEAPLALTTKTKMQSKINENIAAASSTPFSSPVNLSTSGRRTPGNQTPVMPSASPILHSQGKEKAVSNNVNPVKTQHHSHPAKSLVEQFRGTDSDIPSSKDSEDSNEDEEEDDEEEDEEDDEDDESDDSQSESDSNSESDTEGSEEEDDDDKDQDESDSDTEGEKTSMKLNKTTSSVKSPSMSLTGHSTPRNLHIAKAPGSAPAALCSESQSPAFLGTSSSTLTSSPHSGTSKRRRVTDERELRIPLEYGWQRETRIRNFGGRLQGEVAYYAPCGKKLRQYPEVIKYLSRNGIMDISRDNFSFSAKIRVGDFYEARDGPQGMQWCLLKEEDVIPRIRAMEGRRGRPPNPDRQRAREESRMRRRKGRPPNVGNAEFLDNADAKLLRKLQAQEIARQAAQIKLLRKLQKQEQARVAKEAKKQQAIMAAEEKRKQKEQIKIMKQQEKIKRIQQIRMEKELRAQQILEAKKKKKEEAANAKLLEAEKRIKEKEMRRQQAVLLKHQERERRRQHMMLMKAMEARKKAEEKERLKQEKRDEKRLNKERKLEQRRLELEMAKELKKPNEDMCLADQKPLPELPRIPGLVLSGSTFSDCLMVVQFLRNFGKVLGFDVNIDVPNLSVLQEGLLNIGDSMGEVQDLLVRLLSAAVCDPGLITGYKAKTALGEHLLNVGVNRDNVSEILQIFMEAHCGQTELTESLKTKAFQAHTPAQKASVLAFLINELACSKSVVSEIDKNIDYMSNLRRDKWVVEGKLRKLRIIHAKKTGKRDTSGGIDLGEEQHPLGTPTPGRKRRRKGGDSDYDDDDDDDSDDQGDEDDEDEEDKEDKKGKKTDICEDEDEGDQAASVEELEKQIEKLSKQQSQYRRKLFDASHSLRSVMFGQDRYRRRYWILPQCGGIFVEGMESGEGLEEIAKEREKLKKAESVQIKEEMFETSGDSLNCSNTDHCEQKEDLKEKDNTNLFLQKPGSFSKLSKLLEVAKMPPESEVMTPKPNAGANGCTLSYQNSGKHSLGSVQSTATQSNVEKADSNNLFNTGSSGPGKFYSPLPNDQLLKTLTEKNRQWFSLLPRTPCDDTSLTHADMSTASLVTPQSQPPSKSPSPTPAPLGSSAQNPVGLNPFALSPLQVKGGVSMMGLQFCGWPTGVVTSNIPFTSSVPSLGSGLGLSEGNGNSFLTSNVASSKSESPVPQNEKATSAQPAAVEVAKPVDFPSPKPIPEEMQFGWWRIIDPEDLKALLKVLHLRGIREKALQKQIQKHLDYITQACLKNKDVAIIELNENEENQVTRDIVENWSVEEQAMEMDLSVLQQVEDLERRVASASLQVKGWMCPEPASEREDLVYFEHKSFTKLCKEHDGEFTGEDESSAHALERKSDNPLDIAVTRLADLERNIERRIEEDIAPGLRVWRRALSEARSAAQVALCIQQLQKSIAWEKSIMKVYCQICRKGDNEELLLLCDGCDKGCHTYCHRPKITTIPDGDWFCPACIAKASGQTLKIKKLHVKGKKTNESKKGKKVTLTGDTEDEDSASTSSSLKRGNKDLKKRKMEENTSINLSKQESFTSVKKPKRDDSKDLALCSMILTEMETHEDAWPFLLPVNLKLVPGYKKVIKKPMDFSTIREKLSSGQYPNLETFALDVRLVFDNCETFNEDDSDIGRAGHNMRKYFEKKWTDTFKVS
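Inhibition is scored as reduced AlphaScreen emission. The BAZ2B/b-H3(5-23)K14Ac complex (50 nM each) in PBS pH 7.4, 0.01% Tween-20 meets compound (up to 110 uM) for 30 min at RT before bead addition.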
BLM inh: inhibitors of human Bloom syndrome helicase BLM; Potency, µM (highest dose often 56.1 µM), inactives show at the highest dose activity change, negative = inhibition, actives largely listed as inhibitors; AID 2528; hit rate 0.2% among 350,000; recombinant BLM DNA unwinding, fluorescence dequenching;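 further: plate controls were vehicle for no effect and no enzyme for full effect; nearly all actives have a fitted effect of over 35% in size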
APEX1 inh: inhibitors of human APE1 endonuclease | Potency, µM (doses to about 65.8 µM), for the others: at the highest dose activity change, negative = inhibition, hits mostly inhibitors | hit rate 0.35% among 350,000 | recombinant APE1, TAMRA/BHQ-2 abasic DNA cleavage fluorescence;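 further: plate controls were vehicle for no effect and reference inhibitor for full effect; nearly all actives have a fitted effect of over 55% in size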
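Endonuclease cleavage of a quenched abasic-site DNA duplex (50 nM) by APE1 (0.75 nM) was tracked by TAMRA dequenching. Compounds were preincubated with enzyme 15 min at room temperature; data normalized to buffer-only and DMSO wells plus NSC13755 control.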
Pol kappa inh: DNA polymerase kappa (human) inhibition; Q9UBT6; purified Pol kappa, fluorescent DNA synthesis assay, 10 min; Potency, µM (top dose mostly 107 µM), for the others: at the top dose activity, negative = inhibition, actives largely listed as inhibitors; hit rate 0.53% among 400,000; further: on the % scale 0 is the no-effect control and ±100 the full control effect
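Pol kappa 10 nM + cpd, 15 min RT; start w/ substrate 50 nM final; fluorescence kinetic read, 0 and 10 min. Neg ctrl: buffer, no enzyme.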
POLB inh: blocks human DNA polymerase beta activity; P06746; Pol beta primer extension/strand displacement, fluorescence kinetic; Potency, µM (highest dose often 114 µM), without a hit: at the top dose activity change, negative = inhibition, most hits filed as inhibitors; hit rate 1.3% among 340,000; AID 485314; further: on the % scale 0 is the no-effect control and ±100 the full control effect
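Kinetic readout of DNA synthesis with strand displacement by Pol beta. Compound and 10 nM enzyme sit 15 min at room temperature; 50 nM substrate starts the reaction, read immediately and at 10 min.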
POLI inh: inhibitors of human DNA polymerase iota | hit rate 1% among 390,000 | Potency, µM (titrated, usually from 115 µM), for the others: top-dose activity, negative = inhibition, actives largely listed as inhibitors | Pol iota fluorescent replication assay, 10 min
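Fluorescent replication assay read twice, at 0 min and 10 min after adding 50 nM (final) substrate. Enzyme (10 nM) and compounds were first incubated 15 min at room temperature; enzyme-free buffer wells were negative controls.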
POLH inh: inhibitors of human DNA polymerase eta; Q9Y253; Potency, µM (doses to about 114 µM), for inactives: top-dose activity change, negative = inhibition, usual class: inhibitors; recombinant Pol eta, fluorescent DNA replication assay; hit rate 1.2% among 390,000; further: on the % scale 0 is the no-effect control and ±100 the full control effect
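Pol eta at 10 nM preincubated with compounds 15 min at room temperature; reaction started with fluorescent substrate (50 nM final) and read kinetically at 0 and 10 min.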
An asterisk follows results filed as active; ? = inconclusive; / = not tested or not shown; & = joins results of further samples; [ ] = dose if it differs, or a comment. The call rests on the fitted dose curve; in most records, active means well fitted curve in the direction sought with a large enough effect; inconclusive means small, poorly fitted or top-dose-only effect, or another doubt; inactive means no such curve, though single readings can be large; an effect the other way counts as inactive or inconclusive. Potency means the concentration at half of the fitted maximal effect. Some of the compounds tested; count on the stated rates, not on these rows.

SMILES	JMJD2A Tudor inh	G9a block	BAZ2B inh	BLM inh	APEX1 inh	Pol kappa inh	POLB inh	POLI inh	POLH inh
COc1ccc(C(=O)c2ccc(N3CCOCC3)c([N+](=O)[O-])c2)cc1	?	?	?	-7%	6%	-6%	3%	56%[activator]	-11%
Cc1nc(Cc2nnc(SCC(=O)N3CCN(c4ccc(O)cc4)CC3)o2)cs1	?	4%[12.7 µM]	-29%	/	-17%	-20%	/	?	-10%
Cc1noc(C)c1NC(=O)Nc1cccc2c1O[C@H](CN(C)S(=O)(=O)c1cccs1)[C@@H](C)CN([C@H](C)CO)C2=O	-19%	/	/	/	-17%	-11%	/	13%	-2%
Cc1cc(NC(=O)COc2coc(CN3CCN(c4ccccc4)CC3)cc2=O)no1	-10%	-5%[0.501 µM]	7%	/	7%	-5%	/	36%[activator]	-21%
CCOC(=O)Cn1c(=N)n(Cc2ccccc2)c2ccccc21	-10%	19%[2.33 µM]	9%	4%	0%	-14%	4%	2%	-8%
O=C(CN1CCCC1)Nc1ccccc1Sc1ccccc1	14%	4%	/	-1%	-2%	-9%	-2%	33%[activator]	-26%
COc1ccccc1OCCCCN1CCC(C)CC1	13µM*	25µM*	?	2%	14%	-8%	-2%	164%[activator]	-3%
COc1ccc(-c2ccccc2)cc1NC(=O)c1ccncc1	-22%	/	/	/	/	-6%	/	33%[activator]	-2%
COC(=O)C(CCSC)NC(=O)c1cn(-c2ccc(OC)cc2)c(=O)c2ccccc12 (stereo not given)	-3%	4%	-1%	-1%	8%	-14%	0%	23%	-2%
O=C(NN(C(=O)c1ccccc1)c1cccs1)c1ccccc1	-8%	/	/	/	/	4%	/	17%	-9%
Cc1ccc(-n2ncc3c(NC4CCCCCC4)ncnc32)cc1Cl	8%	14%[59 µM]	23%	-10%	/	-12%[60.1 µM]	-16%	-11%	-6%
CCOC(=O)C(Cc1ccccc1)NC(=O)Cn1nnc(-c2ccc(C)cc2)n1 (stereo not given)	-21%	-1%[59 µM]	-10%	2%	/	-14%	-10%	-6%	/
COc1ccc(-c2noc(CCCC(=O)NCc3ccco3)n2)cc1OC	-24%[57.1 µM]	?	0%	0%	-2%	-3%	-2%	-15%	-17%
CCOc1ccc(C(=O)NCC(=O)NNC(=O)C2COc3ccccc3O2)cc1OCC (stereo not given)	-10%	-1%	13%	/	-6%	-1%	/	12%	-2%
Oc1c(/C=N/c2ccccn2)sc2ccccc12	?	8.9µM*	40µM*	-10%	-7%	-15%	22µM*	18%	-17%
COc1ccc2oc(C(=O)OC(C)C(=O)N(C)c3ccccc3)c(C)c2c1 (stereo not given)	-23%	-38%	?	/	-15%	-11%	/	-12%	?
CCOC(=O)N1CCC(NC(=O)CSCc2nc(-c3ccccc3Cl)oc2C)CC1	-20%	10%	-25%	-1%	10%	-5%	10%	7%	-6%
COc1ccc(NC(=O)Nc2nnc(C)s2)cc1	2%	7%[59 µM]	2%	-3%	/	7%	9%	19%	-19%
CCC(CC)C(=O)Nc1ccccc1-n1cccc1	-21%	54%[activator][12.7 µM]	-38%	1%	0%	7%	14%	3%	-6%
Cc1ccc(C)c(NC(=S)N(C)CCO)c1	-3%[57.1 µM]	28%	-4%	-14%	12%	3%	8%	147%[activator]	-10%
COCCNc1cc(N)c([N+](=O)[O-])cc1[N+](=O)[O-]	-15%	8%[59 µM]	-10%	5%	-3%	-2%	20%	161%[activator]	-9%
COc1ccccc1N1CCN(C(=O)CN(C)S(=O)(=O)c2ccc3c(c2)c(=O)n(C)c(=O)n3C)CC1	-21%	-1%	4%	-1%	3%	0%	21%	17%	2%
C1CCC(Nc2nc3nonc3nc2N2CCSCC2)C1	-16%	-2%	20%	0%	10%	-16%	2%	-15%	8%
CCn1c2ccccc2c2cc(NC(=O)c3cccc([N+](=O)[O-])c3C)ccc21	-20%	-6%[59 µM]	-1%	0%	-1%	-9%	5%	24%	-23%
CCOc1ccc(-c2nnn(CC(=O)NCc3ccc(C)cc3)n2)cc1	-7%	1%[59 µM]	-17%	-3%	1%	-1%	-14%	25%	-12%

Individual results from the list:
COc1ccc(NC(=O)Nc2nnc(C)s2)cc1 | G9a block = 7%[59 µM]
Cc1ccc(-n2ncc3c(NC4CCCCCC4)ncnc32)cc1Cl | G9a block = 14%[59 µM]

(continued)
SMILES	JMJD2A Tudor inh	G9a block	BAZ2B inh	BLM inh	APEX1 inh	Pol kappa inh	POLB inh	POLI inh	POLH inh
NC(=O)CC[C@@H]1NC(=O)[C@@H]2CCCN2C(=O)c2cc([N+](=O)[O-])cc(I)c2NCCC[C@@H](C(N)=O)NC1=O	-18%	45µM*	-11%	1%	-2%	1%	-7%	17%	-15%
CC(OC(=O)COc1cccc2c1OC(C)(C)C2)C(=O)Nc1ccc(S(N)(=O)=O)cc1 (stereo not given)	-12%	-46%	2%	/	-3%	-6%	/	20%	-11%
O=C(Cn1cc2c(n1)CCCCC2)NCc1ccccn1	1%	15%	0%	-2%	12%	13%	27%	9%	-6%
Cc1ccc(/C=C/C(=O)Nc2cccnc2)o1	?	3.5µM*	1%	?	3%	-26%	3%	119%[activator]	0%
COc1nc(N/N=C/c2ccc(C)cc2)nc(N2CCCCC2)n1	-4%	7%	-3%	1%	-1%	-3%	1%	30%[activator]	-17%
CCCN(CC(=O)Nc1ccccc1C)C(=O)COc1c(C)cccc1C	0%	-9%[12.7 µM]	39%[activator]	/	10%	1%	/	11%	-14%
Cc1sc(-c2ccncc2)nc1OC(=O)c1ccc(F)cc1F	-12%	?	-2%	-7%	1%	-2%	-2%	72%[activator]	-9%
CCOc1ccccc1NCc1cc(=O)oc2cc(C)ccc12	?	45µM*	-36%	-7%	14%	-11%	16%	5%	4%
S=c1[nH]nc(COc2ccccc2)n1/N=C/C=C/c1ccccc1	?	1.6µM*	?	-5%	-7%	-7%	26%	18%	-21%
CNc1nc(NCCOC23CC4CC(CC(C4)C2)C3)nc(OCC(F)(F)F)n1	-13%	18%	-22%	-7%	-7%	-1%	1%	14%	-16%
CCn1cc(C(=O)OCC(=O)Nc2ccc(F)cc2F)c(=O)c2ccc(C)nc21	-16%	?	-6%	-2%	/	?	-20%	?	2%
Cc1ccc(NC(=O)CC(=O)c2ccc([N+](=O)[O-])cc2)cc1S(=O)(=O)Nc1cccc(Cl)c1	?	?	-34%	-14%	-6%	-4%[60.1 µM]	3%	-9%	7%
CCOC(=O)c1cccc(NC(=O)/C=C/c2cccc([N+](=O)[O-])c2)c1	-11%	16%[59 µM]	4%	-2%	0%	-10%	27%	?	-17%
Oc1ccccc1CNc1nccs1	-10%	16%	-14%	-4%	41%	-11%	1%	135%[activator]	-12%
CC1=CC=CC2=NC(=O)CC(C)(C(=O)N(CC(=O)NC3CCCC3)Cc3ccc(Cl)cc3)N12 (stereo not given)	1%	2%	18%	0%	42%	-9%	27%	13%	5%
Cc1ccc(C(=O)c2c(C)oc3c2C(=O)C(=O)c2ccccc2-3)cc1	45µM*	?	32µM*	-7%	-5%	-4%	-25%	-45%	45µM*
Cc1cc(C)cc(CSc2ccc(S(=O)(=O)N3CCCC3)cn2)c1	67%[activator]	-2%[12.7 µM]	31%[activator]	/	25%	2%	/	-9%	-5%
O=C(COC(=O)C1CCN(S(=O)(=O)c2cccs2)CC1)NCc1ccc(F)cc1	-10%	/	6%	-2%	1%	-7%	5%	23%	-7%
O=C1CCN(S(=O)(=O)c2ccccc2)C2CCCCC12 (stereo not given)	-25%[57.1 µM]	-28%	-3%	-2%	2%	-18%	3%	?	-12%
COC(=O)CC1C(=O)NCCN1C(=S)Nc1ccccc1 (stereo not given)	2%	-16%	-11%	7%	14%	-5%	27%	138%[activator]	-21%
CCOC(=O)Nc1c(Cl)[nH]c(=O)n(C)c1=O	-14%	/	/	/	/	-7%	/	91%[activator]	-13%
Cc1c(Cl)cccc1NC(=O)C1CCN(S(C)(=O)=O)CC1	-26%	-3%	-11%	-5%	4%	0%	0%	117%[activator]	-15%
O=C(O)CC(=O)NC12CC3CC(CC(C3)C1)C2	-2%&-8%	-10%&7%	-10%&7%	0%&-1%	9%&3%	1%&-17%	3%&-1%	4%&6%	-17%&-2%
COc1ccc(OCc2ccc(C(=O)O)cc2)cc1	-2%	24%[59 µM]	-8%	0%	0%	-2%	?	-7%	-16%
Cc1cccc(C)c1NC(=O)Nc1csc2c1CCCC2	-8%	-3%[59 µM]	1%	-6%	/	17%	37%	10%	6%

(further entries)
SMILES	JMJD2A Tudor inh	G9a block	BAZ2B inh	BLM inh	APEX1 inh	Pol kappa inh	POLB inh	POLI inh	POLH inh
COc1ccc(NS(=O)(=O)c2cccc(C(=O)NCC3(N4CCOCC4)CCCCC3)c2)cc1	-15%	16%	-22%	-4%	9%	-18%	-22%	5%	-15%
O=[N+]([O-])c1ccc(/C=N/N2CCN(c3ccncc3S(=O)(=O)N3CCCCC3)CC2)cc1	-24%	22%[59 µM]	0%	-12%	-1%	-11%	38%	9%	?
Cc1nc2ccccc2n1/C(=N\S(=O)(=O)c1ccccc1)c1ccccc1	-11%	50µM*	1%	0%	0%	0%	15%[57.1 µM]	-6%	-20%
O=C(NCc1cccs1)c1cc(-c2ccccc2)nn1CC1CC(c2cccc([N+](=O)[O-])c2)=NO1 (stereo not given)	-22%	/	/	/	/	-2%	/	-28%	-3%
CCCN(CCC)C(=O)c1nn(C)c2c1CSc1ccccc1-2	-4%	-5%[59 µM]	-9%	-1%	/	1%	0%	25%	-21%
Cc1cccc(C(=O)N2CCC(n3nnc4cc(F)ccc43)CC2)c1	-5%	-38%[59 µM]	-4%	1%	9%	-12%	-18%	2%	7%
CC1CC(C)CN(C(=O)COC(=O)CCC(=O)c2cccs2)C1 (stereo not given)	-6%	/	/	/	5%	-7%	/	-12%	-12%
O=C(C1CCN(S(=O)(=O)c2cccc3cccnc23)CC1)N1CCCC1	-8%	-3%	-5%	-1%	15%	5%	24%	-4%	-9%
